High-throughput results (PubChem BioAssay)
M5 ag = agonists of human muscarinic M5 receptor (CHRM5) | P08912 | CHO-K1 hM5 cells, Fluo-8 calcium fluorescence; 0% DMSO wells, 100% maximal acetylcholine response | activation, % at 3 µM | actives 0.19% (n = 360,000) | AID 624037;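 active = activation above the run's mean over test compounds plus 3 SD, cut at about 23% in these data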;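 note: signal is peak over basal fluorescence ratio across the kinetic read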
CHRM4 PAM = potentiates acetylcholine response at human M4 receptor | P08173 | CHO-K1 hM4/Gqi5, Fluo-8 calcium fluorescence, ACh EC20; 0% = ACh EC20, 100% = maximal ACh | activation, % at 3 µM | actives 0.4% (n = 360,000);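 active = activation above its plate's cutoff, the mean activation of sample wells plus 3 SD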; note: some results filed as inactive read as strong as hits
CHRM4 agonist = CHRM4 agonism in calcium assay | actives 0.14% (n = 360,000) | P08173 | AID 624127 | CHO-K1 hM4/Gqi5, Fluo-8 calcium fluorescence; vehicle 0%, full acetylcholine response 100% | activation, % at 3 µM;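 active = activation above the run mean over all test wells plus 3 SD, cut at about 32% in these data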;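 note: peak over basal fluorescence ratio per well then scaled between controls; 0% = DMSO wells and 100% = acetylcholine at EC100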
IDE cell inh = inhibitors of human insulin-degrading enzyme in cells. HEK cells, FAbetaB cleavage, fluorescence polarization. P14735. actives 0.41% (n = 320,000). inhibition, % at 5.59 µM. AID 434962;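 active = percent inhibition above the average of all tested compounds plus 3 SD, set per screening campaign, cut at about 16% in these data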;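 note: IDE supplied by intact live HEK cells; FP after avidin binding of uncleaved biotin substrate so inhibition keeps polarization high; 0% = DMSO wells and 100% = 60 µM reference IDE inhibitor Ii1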
Target sequence (P14735 whole entry, looked up): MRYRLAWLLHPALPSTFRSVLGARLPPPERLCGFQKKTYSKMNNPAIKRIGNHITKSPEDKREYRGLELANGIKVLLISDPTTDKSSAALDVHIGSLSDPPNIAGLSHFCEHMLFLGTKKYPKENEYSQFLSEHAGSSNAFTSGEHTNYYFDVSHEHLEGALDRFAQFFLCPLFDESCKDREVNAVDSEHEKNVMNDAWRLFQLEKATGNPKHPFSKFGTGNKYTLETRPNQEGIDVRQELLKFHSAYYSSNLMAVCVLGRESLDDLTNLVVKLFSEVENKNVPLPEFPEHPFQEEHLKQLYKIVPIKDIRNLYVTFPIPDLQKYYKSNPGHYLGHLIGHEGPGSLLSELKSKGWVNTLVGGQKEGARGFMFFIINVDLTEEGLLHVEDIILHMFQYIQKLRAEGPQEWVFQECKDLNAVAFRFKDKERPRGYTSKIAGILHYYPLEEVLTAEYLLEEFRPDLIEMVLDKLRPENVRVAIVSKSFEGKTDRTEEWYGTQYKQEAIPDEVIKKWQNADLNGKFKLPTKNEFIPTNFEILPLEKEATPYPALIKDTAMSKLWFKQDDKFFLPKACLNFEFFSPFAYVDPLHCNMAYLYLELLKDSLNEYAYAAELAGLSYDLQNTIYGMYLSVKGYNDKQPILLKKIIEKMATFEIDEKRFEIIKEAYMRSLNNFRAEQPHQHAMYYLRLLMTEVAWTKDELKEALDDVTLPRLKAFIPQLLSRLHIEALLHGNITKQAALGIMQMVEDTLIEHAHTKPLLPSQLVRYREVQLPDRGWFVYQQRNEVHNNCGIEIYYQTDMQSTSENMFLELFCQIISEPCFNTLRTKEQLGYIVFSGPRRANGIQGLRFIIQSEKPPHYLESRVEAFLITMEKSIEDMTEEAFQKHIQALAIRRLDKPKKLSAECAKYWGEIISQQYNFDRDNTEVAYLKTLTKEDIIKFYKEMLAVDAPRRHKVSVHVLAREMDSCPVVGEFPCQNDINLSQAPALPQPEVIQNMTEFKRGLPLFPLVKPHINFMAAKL
CHRM5 antagonist = antagonists of human muscarinic M5 receptor (CHRM5). AID 624040. inhibition, % at 3 µM. actives 0.59% (n = 360,000). CHO-hM5 cells, Fluo-8 calcium fluorescence, ACh EC80. P08912;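 active = inhibition above a per-plate cutoff, the mean of that plate's test compounds plus 3 SD, cut at about 27% in these data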;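 note: 0% = acetylcholine EC80 with DMSO and 100% = DMSO without agonist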
M5 PAM = CHRM5 positive allosteric modulation | AID 624038 | P08912 | activation, % at 3 µM | actives 0.3% (n = 360,000) | CHO-K1 hM5, Fluo-8 calcium, ACh EC20 PAM; 0% = ACh EC20, 100% = ACh EC100;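 active = activation above the run cutoff, the mean activation of all test compounds plus 3 SD, cut at about 18% in these data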
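System: CHO-K1 hM5 cells. Reagent: acetylcholine, EC20 level. Compound dosing: single dose, 3 µM nominal final test concentration. Timing: Post-acetylcholine fluorescence recording 140 s. Detection: Fluo-8 calcium fluorescence. Read-out: % activation, ACh-normalized. Benchmarks: ACh EC20 and EC100 wells. Repeats: singlicate, one well per test compound.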
M4 antag = antagonists of human muscarinic M4 receptor (CHRM4) | inhibition, % at 3 µM | P08173 | CHO-hM4 cells, ACh EC80, Fluo-8 calcium fluorescence | AID 624125 | actives 0.73% (n = 360,000);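 active = inhibition above its plate's cutoff, the mean inhibition of sample wells plus 3 SD, cut at about 27% in these data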;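 note: 0% = acetylcholine EC80 with DMSO and 100% = DMSO without agonist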
CRFBP-R2 agonist = CRF-BP/CRF-R2 complex agonism; HEK293 CRF-R2/CRF-BP, calcium dye fluorescence (FLIPR); percent of saturating CRF peptide response; activation, % at 13.2 µM; actives 0.46% (n = 350,000); AID 588473;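 active = activation of at least 50%, plus an integration ratio under a set limit after plate pattern correction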;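 note: plate controls were neutral control wells without compound for no effect and CRF at EC100 for full effect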
CRFBP-R2 block = CRF-BP/CRF-R2 complex antagonism; HEK293 CRF-R2/CRF-BP, CRF-induced calcium fluorescence; inhibition, % at 11.8 µM; actives 0.59% (n = 350,000); AID 588475;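 active = inhibition of the ligand-induced calcium signal above about 50% at the single tested concentration, limit read from the data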
* marks the source's active call; other numbers are inactive results; · = no result given.

mol	M5 ag	CHRM4 PAM	CHRM4 agonist	IDE cell inh	CHRM5 antagonist	M5 PAM	M4 antag	CRFBP-R2 agonist	CRFBP-R2 block
COC(=O)c1sccc1NC(=S)Nc1cccc(F)c1	-1	-20	13	0	15	-14	0	4.9	3
Cc1cccn2c(=O)c3cc(C(=O)NCc4ccco4)c(=N)n(CCOCCO)c3nc12	-1	-2	1	9	-7	4	-10	21	-3
CCCCn1cnc2c(c1=O)c1nc3ccccc3nc1n2Cc1ccc2c(c1)OCO2	3	6	0	-1	-2	6	10	1.0	-6
Cc1nn(C(C)(C)C)c(OC(=O)c2ccc3c(c2)OCO3)c1Sc1ccccc1	-2	-10	-1	2	-1	-12	9	6.7	-14
Cn1ccc(C(=O)OCC(=O)c2ccccc2)n1	-1	5	2	-2	3	15	-1	-1.5	4
Cc1ccc(S(=O)(=O)N2C[C@H]3N(C(=O)OC(C)C)N(C(=O)OC(C)C)C[C@H](OC(=O)NC4CC4)[C@@]3(O)C2)cc1	0	6	2	·	2	4	-17	-1.4	-15
CCOc1ccccc1NC(=O)c1cc(=O)c2ccccc2o1	0	-6	10	-2	4	-8	4	-2.6	0
C/C(=N\NC(=O)CN1CCN(c2ccc(F)cc2)CC1)c1ccco1	3	-10	4	4	4	0	0	-1.3	3
CCOc1ccc(S(=O)(=O)N2CCOCC2)cc1NC(=O)CN1C(=O)NC2(CCCC2)C1=O	0	10	1	2	2	0	-5	1.8	0
COC(=O)c1cn(NC(=O)c2cccnc2)c(=O)c2ccccc12	-4	-1	-1	0	0	13	4	0.0	32
COc1ccc(/C(O)=C2/C(=O)C(=O)N(CCN3CCOCC3)C2c2ccccn2)cc1 (configuration not stated)	-2	-9	1	11	-15	1	-2	8.9	-1
CCC1(C)Cc2c(sc3nc(SC)[nH]c(=O)c23)CO1 (configuration not stated)	-6	1	2	2	6	-3	-2	0.0	-14
CCCn1c(N)c(C(=O)CSc2nnc(-c3ccco3)n2Cc2ccccc2)c(=O)[nH]c1=O	-7	0	0	2	11	-2	6	1.6	10
O=c1c(N2CCOCC2)coc2ccccc12	0	4	1	5	-5	2	-6	-0.9	-6
O=C(N/N=C/c1ccc(OC(=O)c2ccc3c(c2)OCO3)cc1)c1cncc(Br)c1	0	-5	1	-1	-9	0	-3	-0.7	12
Cc1ccccc1CSc1ncc(C#N)c(N)n1	-3	1	6	6	-1	-7	2	1.4	34
Cc1cccc(C(=O)N2CCN(S(=O)(=O)N3CCCCC3)CC2)c1	-2	5	2	6	10	-3	-3	-0.5	-7
Cc1noc(C)c1C(=O)NCc1ccccc1F	2	-6	18	-7	11	-7	1	1.5	-16
COCCN(C(=O)COC(=O)/C=C/c1nc2ccccc2s1)c1c(N)n(Cc2ccccc2)c(=O)[nH]c1=O	0	9	1	7	4	-2	-18	1.1	2
CCc1nccn1CCC(=O)NC1CC(C)(C)Cc2c1cnn2-c1ccc(OC)cc1 (configuration not stated)	-4	-3	0	-3	8	0	-7	0.5	-7
O=C(CCCOc1ccc(Cl)cc1Cl)NCC1CCCO1 (configuration not stated)	-4	3	0	8	1	1	0	-1.1	7
COc1ccc(/C=N/NC(=O)c2ccc(C)cc2)cc1CN1CCN(c2ccc(F)cc2)CC1	-5	18	0	2	18	-4	-11	-4.7	18
O=C(C1CC1)N1c2ccccc2Sc2ccccc21	-23	-12	-2	·	9	-14	6	-0.6	5
CN(C)/C=C1\N=C(c2ccccc2)OC1=O	3	0	0	0	1	4	2	-1.8	-8

Three structures already listed, sorted by count of non-hydrogen atoms, smallest number first:
mol	M5 ag	CHRM4 PAM	CHRM4 agonist	IDE cell inh	CHRM5 antagonist	M5 PAM	M4 antag	CRFBP-R2 agonist	CRFBP-R2 block
Cc1noc(C)c1C(=O)NCc1ccccc1F	2	-6	18	-7	11	-7	1	1.5	-16
O=C(CCCOc1ccc(Cl)cc1Cl)NCC1CCCO1 (configuration not stated)	-4	3	0	8	1	1	0	-1.1	7
COCCN(C(=O)COC(=O)/C=C/c1nc2ccccc2s1)c1c(N)n(Cc2ccccc2)c(=O)[nH]c1=O	0	9	1	7	4	-2	-18	1.1	2

New compounds follow
mol	M5 ag	CHRM4 PAM	CHRM4 agonist	IDE cell inh	CHRM5 antagonist	M5 PAM	M4 antag	CRFBP-R2 agonist	CRFBP-R2 block
COCCNC(=O)CN(C(=O)c1ccc(N2CCCC2)nc1)c1ccc(Cl)cc1	10	1	1	5	-15	-6	-12	-0.6	-15
O=S(=O)(Nc1cccc(-n2cnnn2)c1)c1cc(Cl)ccc1Cl	-3	0	6	-2	9	-5	4	0.3	0
CCn1nc(C(=O)Nc2ccc3c(c2)OCCO3)c2ccccc2c1=O	-1	-7	3	·	6	-4	1	0.6	-3
O=S(=O)(NCCOC12CC3CC(CC(C3)C1)C2)c1cccc2nsnc12	4	5	3	1	-4	-3	-1	1.2	-2
NC(=O)CSc1nnc(C2CC2)n1Cc1ccccc1	-6	3	0	-1	1	5	5	-0.7	5
C[n+]1ccc2[nH]c3ccccc3c2c1	-5	1	1	·	2	-2	-5	·	·
COc1ccc(C(=O)NNC(=O)c2snnc2C)cc1	0	4	1	-2	2	3	-4	-0.1	8
Cc1c(NC(=S)Nc2cccc(Cl)c2)c(=O)n(-c2ccccc2)n1C	2	3	0	0	1	5	-2	1.8	-8
COc1ccc(C2=NOC(C(=O)NCc3ccco3)C2)cc1OC (configuration not stated)	1	0	0	5	-5	1	0	-2.0	-16
CCOc1cc(Br)c(C(C)NC(=O)c2cccnc2)cc1OCC (configuration not stated)	-2	-4	2	7	8	-1	8	-0.2	-5
CCN(CC)CCNC(=O)c1ccc(NC(=O)c2ccc(S(=O)(=O)N(C)c3ccccc3OC)cc2)cc1	-11	3	1	·	7	-3	1	1.5	5
Cn1c(C(=O)O)c(S(=O)(=O)c2ccc(Cl)cc2)c2ccccc21	0	9	-1	-1	13	-2	-3	-0.9	-12
CC/C(C)=N/NC(=O)c1[nH]c2ccc(C)cc2c1-c1ccccc1	0	-4	0	5	11	-1	1	-1.0	-13
O=C(NCC(=O)N1CCN(C(c2ccccc2)c2ccccc2)CC1)c1ccccc1F	-5	-5	4	3	1	-1	-3	0.0	3
CN(CCC(=O)Nc1ccc2c(c1)OCO2)Cc1ccccc1	-3	-5	1	0	4	-2	16	-0.1	4
CC(C)CNC(=O)COc1ccc2c3c(c(=O)oc2c1)CCC3	2	-3	1	9	-4	1	2	-0.2	-12
Cc1ccc(C(=O)N/N=C\c2cccn2C)cn1	1	7	2	0	8	-7	1	1.0	-2
CCN(CC)S(=O)(=O)c1cc(C)c(C)cc1OCC(=O)NC1CCCC1	-4	1	2	3	-3	-2	-13	-3.5	-51
Cc1cc(C)nc(-n2ncc3c2CC(C)CC3=O)n1 (configuration not stated)	2	4	0	9	1	4	-14	0.0	7
NC(Cc1ccc(C(F)(F)F)cc1)c1csc(Nc2ccc(C(=O)c3ccccc3)cc2)n1 (configuration not stated)	6	1	5	·	-10	13	7	·	·
CC(C)Cc1csc(NC(=O)c2ccccc2Cl)c1C(=O)O	-2	-8	0	2	4	-4	5	-0.5	4
O=C(NNC(=S)Nc1cccc(C(F)(F)F)c1)c1ccc(Cl)cc1Cl	3	-6	9	-4	14	-15	2	54*	27
CCOC(=O)C1(P(=O)(c2ccc(Cl)cc2)c2ccc(Cl)cc2)CCC1	-7	4	-1	3	-2	4	15	-2.0	-6
CC(=O)Nc1ccc(NC(=O)c2ccccc2F)cc1	-3	6	0	-5	-6	7	9	-0.9	-1
CC(C)N1CCc2c(sc(NC(=O)CCc3ccccc3)c2C(N)=O)C1	0	11	2	9	5	2	0	62*	-70
O=C(N1CCOCC1)N1CCC(c2nc(-c3ccc(S(=O)(=O)N4CCOCC4)cc3)no2)CC1	-3	14	1	-1	-9	2	-12	3.9	10
COc1ccccc1CCNC(=O)CSc1ccc(-c2ccco2)nn1	-1	-17	14	-4	8	-3	6	-0.2	5
O=C(CCNS(=O)(=O)c1ccccc1C(F)(F)F)Nc1ccncc1	2	4	1	3	3	1	5	-0.8	8
CC(C)C[C@@H](CN)NC(=O)c1nc[nH]c1C(=O)N[C@@H](C)C(=O)CNC[C@H](C)NC(=O)c1nc[nH]c1C(=O)N[C@@H](CC(=O)O)C(=O)O	0	-1	0	·	-5	0	5	-6.5	17
CCOc1ccccc1Nc1cc(C)nc2ccccc12	-1	0	4	·	-9	3	-5	2.4	-15
Cc1cccc(CSC2=NCCN2C(=O)c2ccc(S(=O)(=O)N(C)C)cc2)c1	-1	9	1	1	2	-1	-3	0.5	-20
CCN(CC)c1ccc(-c2sc(Nc3ccccc3)n[n+]2-c2ccc(F)cc2)cc1	20	-6	22	2	26	-11	-4	7.4	-19
O=C(NNc1ccccn1)c1ccc(Cl)nc1	-3	7	0	2	8	-3	0	0.0	3
CCCC(=O)C1=C(O)C(C(=O)OC)C(C)(C)CC1=NCCCCCC(=O)O (configuration not stated)	3	6	-2	2	0	4	-2	-2.0	-2
Cc1ccccc1-n1c(=O)cc(NCC2CCCO2)[nH]c1=O (configuration not stated)	4	8	1	-1	-7	3	-7	-1.1	-8
S=C1NC(c2ccccc2)N2C(=S)NC(c3ccccc3)N12 (configuration not stated)	1	-2	0	1	2	1	14	-1.4	19
COc1ccccc1OCCNC(=O)c1ccc(C)o1	2	2	0	4	-3	-4	-11	0.8	2
O=C(NCc1ccco1)C(c1cccs1)N(C(=O)C1COc2ccccc2O1)c1cccc(O)c1 (configuration not stated)	-10	2	3	1	-1	-17	-5	-3.6	43
CC(Oc1ccc(Br)cc1)C(=O)NCC(c1cccs1)N1CCOCC1 (configuration not stated)	-2	3	1	-4	3	1	-2	0.2	1
Cc1ccc(S(=O)(=O)N2CC=C(c3ccc(F)cc3)CC2)cc1	-4	-3	-1	5	2	-9	3	-0.2	8
Cc1ccccc1S(=O)(=O)Oc1ccccc1C(=O)Oc1ccccc1	-2	0	-2	5	4	-8	4	1.5	-9
COc1ccccc1C(=O)n1nc(-c2ccccc2)nc1NCc1ccco1	-2	-1	1	-1	-4	0	-5	1.3	3
O=c1cc(-c2ccc(O)cc2)oc2ccccc12	3	-2	2	2	5	-7	-6	-1.2	13
O=C(O)CC(CC(=O)O)c1ccsc1	1	0	3	1	12	0	2	-0.9	3
O=C(/C=C/c1cccc(F)c1)Nc1ccc(S(=O)(=O)N2CCOCC2)cc1	-4	11	3	3	12	19*	-15	3.0	-16
O=C(CSc1ccc(-c2cccs2)nn1)NCCc1ccccc1	-3	-4	1	-4	6	3	2	-1.0	10
COc1ccc(OC)c(/C=N/NC(=O)CCN2CCN(C(c3ccccc3)c3ccccc3)CC2)c1	-7	-18	0	0	-3	-2	22	1.2	-49
CN(C(=O)c1ccc2c(c1)SC1=NS(=O)(=O)CCN12)C(c1ccccc1)c1ccccc1	-3	-16	10	1	23	-16	16	-2.6	8
